# VCAM1 TNFa inh: reduces TNF alpha induced VCAM1 expression in HUVEC | HUVEC TNFa-induced VCAM-1 immunofluorescence, high-content imaging | inhibition, % at 2 µM | 0.48% of 95,000 active | AID 802;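 active means inhibition above the batch mean plus 3 SD, with images confirmed as a hit by eye, cut at about 37% in these data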;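 further: 0% = TNF-stimulated DMSO wells and 100% = unstimulated control wells; not every result past the cut was called active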
# TNFa cytotox: toxic to HUVEC cells under TNF alpha stimulation | HUVEC TNFalpha-stimulated, Hoechst cell count, imaging | cell count reduction, % at 2 µM | 0.17% of 93,000 active | AID 848;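 active means cell count reduction exceeding the screen mean by over 5 SD, scaled to untreated wells per plate, cut at about 78% in these data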;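 further: cells counted after 24 h of TNF alpha exposure following the 1 h pretreatment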
# E coli WT exp: growth inhibitors of E. coli BW25113 wild type. growth inhibition, % at 100 µM. 0.15% of 98,000 active. AID 710. OD600 absorbance;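 active means growth inhibition above about 50% at one test dose, limit read from the data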;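 further: growth measured after 20 h incubation at 37 °C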
# HUVEC tox IL1B: toxic to HUVEC cells under IL-1B stimulation; HUVEC cell count loss, Hoechst imaging, IL-1B stimulated; cell count reduction, % at 2 µM; 0.41% of 94,000 active; AID 845;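 active means cell count reduction more than 3 SD above the screen-wide mean, cut at about 70% in these data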;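 further: normalized per plate to untreated control cells as the no-loss baseline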
# sEH inhibitor: soluble epoxide hydrolase (human) inhibition; recombinant human sEH enzymatic activity assay; inhibition, % at 2 µM; 0.34% of 91,000 active; in the data active means inhibition above about 80%; further: values of inactives mirror those of a sister screen read the other way; many of its hits are not listed in these tables
# Plk1 PBD FP: inhibitors of human Plk1 polo box domain binding. P53350. Plk1 PBD phosphopeptide binding, fluorescence polarization. inhibition, %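 (tested at about 20 µM)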. 0.13% of 97,000 active. AID 693; in the data active means inhibition above about 34%, passing the limit was not always enough
# cytoskel mod: modifiers of cytoskeleton assembly | HUVEC TNFa F-actin phalloidin imaging, high content | inhibition, % at 2 µM | 0.18% of 91,000 active | AID 836;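 active means inhibition above the batch mean plus 3 SD and confirmed as a hit by visual image inspection, cut at about 30% in these data, passing the limit was not always enough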; further: strong numbers were not always called active
# DAT uptake mod: human DAT dopamine uptake with cocaine, either direction; LLC-PK1 hDAT cells, [14C]-dopamine uptake with cocaine IC80; actives deviate in either direction; 1.3% of 110,000 active; B-score at 10 µM; Q01959;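 active means Z score or B-score, a plate-position-corrected score, falls beyond the plate's 99.7% confidence bounds, in either direction; inactive means both scores lie inside the 99.7% bounds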;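 further: scored against the spread of the other compound wells on the same plate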
# Target sequence (Q01959 whole entry, looked up): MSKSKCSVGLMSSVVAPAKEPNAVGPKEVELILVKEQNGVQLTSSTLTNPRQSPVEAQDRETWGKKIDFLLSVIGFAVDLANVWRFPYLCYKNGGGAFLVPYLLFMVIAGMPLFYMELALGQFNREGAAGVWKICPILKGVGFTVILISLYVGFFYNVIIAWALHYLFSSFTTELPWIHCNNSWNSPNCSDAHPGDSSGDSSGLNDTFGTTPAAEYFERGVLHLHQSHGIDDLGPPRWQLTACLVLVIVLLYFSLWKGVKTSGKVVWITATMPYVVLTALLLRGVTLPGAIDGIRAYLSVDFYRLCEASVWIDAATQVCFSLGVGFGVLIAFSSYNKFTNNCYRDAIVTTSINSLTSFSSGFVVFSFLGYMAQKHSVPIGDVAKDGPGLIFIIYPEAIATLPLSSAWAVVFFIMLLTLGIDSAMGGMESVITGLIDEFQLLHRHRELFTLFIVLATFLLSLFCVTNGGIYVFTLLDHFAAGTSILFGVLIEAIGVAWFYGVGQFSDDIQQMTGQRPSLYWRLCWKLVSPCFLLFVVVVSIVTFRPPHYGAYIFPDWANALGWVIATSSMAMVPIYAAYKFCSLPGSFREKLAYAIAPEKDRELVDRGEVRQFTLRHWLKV
# PLK1 inh: blocks human PLK1 kinase activity; P53350; recombinant PLK1 kinase, TR-FRET peptide phosphorylation; inhibition, % at 10 µM; 0.53% of 97,000 active;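 active means inhibition of 50% or more in the single-concentration screen; inactive means inhibition below 50%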;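 further: 0% = DMSO max control and 100% = H-89 dihydrochloride min control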
# An asterisk follows results filed as active; x = not tested or not shown.
# Sample of the layout, four compounds:
No.	molecule	VCAM1 TNFa inh	TNFa cytotox	E coli WT exp	HUVEC tox IL1B	sEH inhibitor
1	Cn1c(=O)c(C(=S)NC(=O)C2CC2)c(N)n(Cc2ccccc2)c1=O	17	-32	-1	-1	-10
2	COc1ccc(NC(=O)c2ccco2)cc1N	7	-16	3	-2	4
3	CCOC(=O)N1CCN(/C=C(\C#N)c2nc3ccccc3s2)CC1	10	-21	-14	-21	22
4	O=C(O)CCCC(=O)Nc1ccc(Sc2ccc([N+](=O)[O-])cc2)cc1	-22	9	0	-39	-5

No.	Plk1 PBD FP	cytoskel mod	DAT uptake mod	PLK1 inh
1	-8	0	0.14	1
2	16	6	0.59	-2
3	-50	-9	1.4	-16
4	9	-6	1.5	-6

# All compounds of this part, from the start:
No.	molecule	VCAM1 TNFa inh	TNFa cytotox	E coli WT exp	HUVEC tox IL1B	sEH inhibitor
1	Cn1c(=O)c(C(=S)NC(=O)C2CC2)c(N)n(Cc2ccccc2)c1=O	17	-32	-1	-1	-10
2	COc1ccc(NC(=O)c2ccco2)cc1N	7	-16	3	-2	4
3	CCOC(=O)N1CCN(/C=C(\C#N)c2nc3ccccc3s2)CC1	10	-21	-14	-21	22
4	O=C(O)CCCC(=O)Nc1ccc(Sc2ccc([N+](=O)[O-])cc2)cc1	-22	9	0	-39	-5
5	c1ccc(-c2cnnc(N3CCCCC3)n2)cc1	14	-7	3	13	9
6	COc1ccc(CN2CCOCC2)cc1Br	-5	-23	2	-100	-6
7	Cc1ccc(OCc2nc(-c3ccccn3)no2)cc1	35	-16	14	-22	-10
8	COC(=O)c1c(NC(=O)CC2Nc3ccccc3NC2=O)sc(C)c1C (stereo unspecified)	6	-9	-9	0	-2
9	Cc1ccccc1C(=O)c1c[nH]c(C(N)=O)c1	-18	-15	14	3	-14
10	CCOC(=O)c1[nH]c(C)c(C(=O)NCc2ccc(C)cc2)c1C	11	-11	-1	-4	-7
11	O=c1cc(CSc2nnc(COc3ccccc3Cl)o2)nc2sccn12	14	-16	4	0	x
12	C=CCSc1nc(-c2ccccc2)c(C#N)c(=O)[nH]1	1	10	-11	13	-13

No.	Plk1 PBD FP	cytoskel mod	DAT uptake mod	PLK1 inh
1	-8	0	0.14	1
2	16	6	0.59	-2
3	-50	-9	1.4	-16
4	9	-6	1.5	-6
5	-29	3	0.043	-7
6	-4	x	-0.45	8
7	-11	x	0.18	8
8	-31	2	-0.055	-12
9	-10	-8	-0.9	-10
10	25	-14	0.94	-15
11	-12	12	0.74	-7
12	-19	-13	0.37	-11

# The list continues.
No.	molecule	VCAM1 TNFa inh	TNFa cytotox	E coli WT exp	HUVEC tox IL1B	sEH inhibitor
13	COC(=O)Nc1ncc(CN2CCc3ccccc3C2)s1	23	7	3	-2	-2
14	COc1ccc(-n2c3c(cc(C(=O)N4CCC(C)CC4)c2=O)C(=O)CC(C)(C)C3)cc1	3	-8	6	-8	-11
15	CC(=O)Nc1ccc(NC(=O)c2ccco2)cc1	3	-1	-5	-2	10
16	COCCNC(=O)c1ccc(N2CCCCC2)c(NS(=O)(=O)c2ccc(C)cc2)c1	0	-9	-18	-2	x
17	Cc1ccc2cc(C#N)c(N3CCCN(C(=O)C4CCCO4)CC3)nc2c1 (stereo unspecified)	-9	-7	10	-7	-12
18	COc1ccc(S(=O)(=O)N(C)CC(=O)N2CCC(C(N)=O)CC2)cc1	2	-24	-6	-11	-8
19	CCc1ccc2[nH]c(=O)c(CN(Cc3ccccc3)Cc3nnnn3Cc3ccco3)cc2c1	-2	-14	3	4	-10
20	CC1CC(=O)C2=C(C1)Nc1ncnn1C2c1ccccc1 (stereo unspecified)	22	-15	-3	-8	0
21	CC(C)CNC(=S)NNC(=O)c1ccccc1OC(F)F	-45	-24	3	15	-10
22	COc1ccc(OC)c(NS(=O)(=O)c2cc(OC)ccc2OC)c1	-18	-17	3	-7	2
23	CCOC(=O)c1c(C)nc2sc(C(=O)Nc3ccc(C(C)=O)cc3)c(N)c2c1-c1ccc(OC)cc1	7	-8	-8	-8	-15
24	COc1ccc(N2CCN(C(=O)CCNS(=O)(=O)c3cccs3)CC2)cc1	-14	-12	-2	-9	-4

No.	Plk1 PBD FP	cytoskel mod	DAT uptake mod	PLK1 inh
13	-8	-11	-0.15	0
14	7	-17	0.011	-18
15	26	x	1.5	2
16	10	1	0.22	3
17	-31	37	0.91	-5
18	-9	-1	-0.78	-5
19	-35	10	1.7	-11
20	4	2	1.1	29
21	-33	11	0.15	-4
22	11	-12	0.92	-2
23	5	9	3.6*	-17
24	-4	-3	11*	-10

# DAT uptake mod, hit marks shown above.
cpd	mol	VCAM1 TNFa inh	sEH inhibitor	Plk1 PBD FP	cytoskel mod	DAT uptake mod	PLK1 inh
23	CCOC(=O)c1c(C)nc2sc(C(=O)Nc3ccc(C(C)=O)cc3)c(N)c2c1-c1ccc(OC)cc1	7	-15	5	9	3.6*	-17
24	COc1ccc(N2CCN(C(=O)CCNS(=O)(=O)c3cccs3)CC2)cc1	-14	-4	-4	-3	11*	-10

# Reprinted at random: three entries already listed.
No.	molecule	VCAM1 TNFa inh	TNFa cytotox	E coli WT exp	HUVEC tox IL1B	sEH inhibitor
2	COc1ccc(NC(=O)c2ccco2)cc1N	7	-16	3	-2	4
6	COc1ccc(CN2CCOCC2)cc1Br	-5	-23	2	-100	-6
17	Cc1ccc2cc(C#N)c(N3CCCN(C(=O)C4CCCO4)CC3)nc2c1 (stereo unspecified)	-9	-7	10	-7	-12

No.	Plk1 PBD FP	cytoskel mod	DAT uptake mod	PLK1 inh
2	16	6	0.59	-2
6	-4	x	-0.45	8
17	-31	37	0.91	-5

# Other compounds follow.
No.	molecule	VCAM1 TNFa inh	TNFa cytotox	E coli WT exp	HUVEC tox IL1B	sEH inhibitor
25	COc1cc(SC)ccc1C(=O)N(C)Cc1ccccc1	9	-20	6	0	9
26	O=C(Nc1nc(-c2cccs2)cs1)c1cc2ccccc2oc1=O	-8	17	-9	11	17
27	Cc1cc(-c2ccc(F)cc2)nc2cc(C(N)=O)nn12	9	-16	-1	-15	1
28	O=C(NNc1cccc(Cl)n1)c1c(Cl)cccc1Cl	2	2	-11	1	8
29	CCOC(=O)C(C(=O)OCC)C(C)C#CCN1CCCCC1 (stereo unspecified)	5	-1	-1	9	-15
30	O=C(COC(=O)c1ccccc1)Nc1ccccc1N1CCOCC1	15	-7	x	-11	7
31	Fc1cccc(Cl)c1CSc1nnc(COc2cccc3cccnc23)o1	11	-7	-17	3	19
32	O=S(=O)(Nc1ccc(-c2cn3ccsc3n2)cc1)c1ccc2c(c1)OCCO2	-8	-23	-10	0	-3
33	CCCCOc1ccc(-c2nnn(C(C)C(=O)OCC)n2)cc1 (stereo unspecified)	14	-9	13	18	-12
34	CN(C)S(=O)(=O)c1cc([N+](=O)[O-])ccc1N1CCCCCC1	7	-9	4	20	13
35	CCN(CC)S(=O)(=O)c1ccc2c(c1)c(=O)c(C(=O)NCCOC)cn2C	-2	11	-3	-29	9
36	CCc1ccccc1NC(=O)c1cnccn1	-10	-10	1	-40	-2

No.	Plk1 PBD FP	cytoskel mod	DAT uptake mod	PLK1 inh
25	-11	9	0.52	-6
26	10	-24	x	-16
27	14	-6	-0.13	-7
28	37	4	1.3	3
29	-32	-1	0.071	-17
30	-5	9	-1.1	-11
31	17	4	2	-11
32	12	-2	0.86	-10
33	-13	-98	0.25	-8
34	14	-9	-0.014	-8
35	-10	-9	0.4	-15
36	1	-7	-0.93	-7

# New compounds follow
No.	molecule	VCAM1 TNFa inh	TNFa cytotox	E coli WT exp	HUVEC tox IL1B	sEH inhibitor
37	BrC(=C\c1ccccc1)/C=N/N1CCN(Cc2ccccc2)CC1	17	-23	-1	12	-2
38	O=C(CN1C(=O)C2C3c4ccccc4C(c4ccccc43)C2C1=O)N1CCOCC1 (stereo unspecified)	6	1	-11	7	x
39	Cc1cccc(NC(=O)CSc2nnc(-c3ccncc3)n2C)c1	3	-10	2	-24	-9
40	Cc1cc(C)n(CCO)c(=O)n1	-9	2	-4	-1	-10
41	COc1ccc(CNC(=O)Nc2ccc(OC)cc2)cc1	-17	4	1	-30	67
42	CCCn1nnnc1SCC(=O)N1CCCC1	4	-11	4	-9	-7
43	Cc1ccc(S(=O)(=O)N(C)CCCC(=O)Nc2ccncc2)cc1	-12	33	0	2	-2
44	Cc1cc(C)n(C(C[N+](=O)[O-])c2ccc(Cl)cc2)n1 (stereo unspecified)	10	-5	100*	-30	-1
45	COC(=O)CN1C(=O)C2(C(C#N)=C(N)Oc3ccccc32)C2=C1CC(C)(C)CC2=O (stereo unspecified)	10	-32	-2	-73	12
46	CC1CCCC(NC(=O)C2CCN(S(=O)(=O)N3CCC4(CC3)OCCO4)CC2)C1C (stereo unspecified)	3	-26	-4	-9	79
47	CCCCCCNS(=O)(=O)c1ccc(OC)c(OC)c1	6	-23	6	-14	-1
48	COc1ccccc1NC(=O)NC1(C(=O)N2CCCCCC2)CCCCC1	8	-14	x	-14	5

No.	Plk1 PBD FP	cytoskel mod	DAT uptake mod	PLK1 inh
37	-6	14	-0.79	0
38	-25	16	-0.24	-2
39	-13	-6	-1.4	-6
40	3	8	-1.2	-22
41	-5	-8	-0.057	3
42	30	20	-0.42	-13
43	-22	-11	x	-7
44	2	2	0.85	8
45	19	-1	-1.6	0
46	-9	-14	x	0
47	-4	7	1.2	4
48	6	-6	0.12	10

# More records follow.
No.	molecule	VCAM1 TNFa inh	TNFa cytotox	E coli WT exp	HUVEC tox IL1B	sEH inhibitor
49	CC(C)COC(=O)Cc1c(O)c2ccccc2[nH]c1=O	6	-31	-5	2	x
50	CNC(=O)C1CC(=O)N(CCCc2ccccc2)C(=Nc2ccccc2)S1 (stereo unspecified)	19	-11	-4	4	-6
51	COCCNC(=O)c1ccc2snnc2c1	6	15	-1	-7	17
52	O=C(c1ccco1)N1CCN(Cc2ccccc2C(F)(F)F)CC1	-1	2	x	-10	3
53	O=C(CCNS(=O)(=O)c1ccc2c(c1)CCC(=O)N2)NCc1ccc2c(c1)OCO2	24	68	0	-8	x
54	Cc1noc(C)c1C(=O)OCC(=O)/C=C1\N(C)c2ccccc2C1(C)C	2	-14	-8	-22	x
55	CC(C)(C)CC(=O)Nc1ccc(C(N)=O)cc1	-8	-10	x	-12	8
56	Cc1ncoc1C(=O)Nc1cccc(Cl)c1C	11	4	6	29	-16
57	Clc1ccc(OCc2nnc(-c3ccccc3Br)o2)cc1	-11	-7	3	-29	x
58	COc1ccccc1NC(=O)CN(c1ccccc1F)S(C)(=O)=O	-11	-8	-1	-22	-6
59	CCCCn1c2c(c(=O)n(C)c1=O)C(c1ccc(OC)cc1)N1CCCCCC1=N2 (stereo unspecified)	13	1	-8	-7	-25
60	COc1cc(-c2nnc(-c3ccncc3)o2)ccc1OCc1ccccc1	2	-33	-8	-26	9
61	COC(=O)c1c(C)[nH]c(C(C)=O)c1C	-16	-7	4	-6	5
62	O=C(CSc1nnc(-c2cccnc2)n1Cc1ccco1)c1ccc(Cl)cc1	10	-17	1	-16	0
63	CCC(C)(C(=O)NC1CCCCC1)N(C)C(=O)c1ccccn1 (stereo unspecified)	-29	-37	0	-3	0

No.	Plk1 PBD FP	cytoskel mod	DAT uptake mod	PLK1 inh
49	0	23	-0.97	1
50	5	-5	0.1	-2
51	-20	-30	0.087	-18
52	2	22	x	-14
53	3	1	-1.6	-9
54	20	-47	-0.2	-11
55	2	7	0.013	1
56	-7	-8	-0.93	15
57	-23	16	0.11	3
58	12	-6	1.2	-11
59	-17	-24	0.61	-15
60	11	-13	0.056	0
61	-1	13	0.013	-7
62	8	-16	0.29	-11
63	-3	3	0.052	-7

# Rewritten as labelled records: part of the list above.
52) O=C(c1ccco1)N1CCN(Cc2ccccc2C(F)(F)F)CC1
  VCAM1 TNFa inh: -1	TNFa cytotox: 2	E coli WT exp: x	HUVEC tox IL1B: -10	sEH inhibitor: 3	Plk1 PBD FP: 2	cytoskel mod: 22	DAT uptake mod: x	PLK1 inh: -14
53) O=C(CCNS(=O)(=O)c1ccc2c(c1)CCC(=O)N2)NCc1ccc2c(c1)OCO2
  VCAM1 TNFa inh: 24	TNFa cytotox: 68	E coli WT exp: 0	HUVEC tox IL1B: -8	sEH inhibitor: x	Plk1 PBD FP: 3	cytoskel mod: 1	DAT uptake mod: -1.6	PLK1 inh: -9

# From PubChem
